GPR151 activ: activates the human receptor GPR151; hit rate 1% among 650,000; activation, % at 11.2 µM; PathHunter beta-arrestin GPR151 cells, luminescence; Q8TDV0; in the data active = activation above about 4.9%;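 also: 0% = median of compound wells and 100% = cells with positive control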
Target sequence (Q8TDV0 whole entry, looked up): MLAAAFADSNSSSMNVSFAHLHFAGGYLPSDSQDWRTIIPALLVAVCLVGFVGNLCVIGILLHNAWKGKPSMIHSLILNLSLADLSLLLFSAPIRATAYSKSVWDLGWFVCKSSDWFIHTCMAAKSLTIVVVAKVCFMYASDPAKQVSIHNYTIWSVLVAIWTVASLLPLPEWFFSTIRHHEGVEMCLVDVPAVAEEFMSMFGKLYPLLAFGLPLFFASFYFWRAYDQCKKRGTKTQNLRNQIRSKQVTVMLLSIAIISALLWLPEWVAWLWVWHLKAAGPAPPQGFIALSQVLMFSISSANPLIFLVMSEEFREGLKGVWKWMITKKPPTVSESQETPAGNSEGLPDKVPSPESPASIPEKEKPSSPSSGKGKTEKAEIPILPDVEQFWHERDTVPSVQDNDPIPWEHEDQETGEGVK
TEAD-YAP inh: TEAD-YAP interaction inhibition; HEK-TIYL cells, TEAD-Gal4/YAP UAS-luciferase luminescence; inhibition, % at 9.12 µM; hit rate 1.4% among 640,000; AID 1259422; in the data active = inhibition above about 32%;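 also: 0% = median of test compound wells and 100% = reference inhibitor wells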
FBW7 act: activators of human E3 ligase FBW7. AlphaScreen FBW7–phospho-cyclin E peptide binding, activator screen. Q969H0. normalized activity (activation), % at 26.1 µM. hit rate 0.13% among 650,000; in the data active = normalized activity above about 1.9%;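 also: purified mutant Fbw7 with reduced substrate affinity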
MITF inh: blocks human microphthalmia-associated transcription factor | AID 1259374 | AlphaScreen MITF homodimerization, bead proximity signal | inhibition, % at 2.6 µM | hit rate 0.91% among 650,000; in the data active = inhibition above about 50%;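 also: 0% = vehicle wells with protein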
Target sequence (O75030 whole entry, looked up): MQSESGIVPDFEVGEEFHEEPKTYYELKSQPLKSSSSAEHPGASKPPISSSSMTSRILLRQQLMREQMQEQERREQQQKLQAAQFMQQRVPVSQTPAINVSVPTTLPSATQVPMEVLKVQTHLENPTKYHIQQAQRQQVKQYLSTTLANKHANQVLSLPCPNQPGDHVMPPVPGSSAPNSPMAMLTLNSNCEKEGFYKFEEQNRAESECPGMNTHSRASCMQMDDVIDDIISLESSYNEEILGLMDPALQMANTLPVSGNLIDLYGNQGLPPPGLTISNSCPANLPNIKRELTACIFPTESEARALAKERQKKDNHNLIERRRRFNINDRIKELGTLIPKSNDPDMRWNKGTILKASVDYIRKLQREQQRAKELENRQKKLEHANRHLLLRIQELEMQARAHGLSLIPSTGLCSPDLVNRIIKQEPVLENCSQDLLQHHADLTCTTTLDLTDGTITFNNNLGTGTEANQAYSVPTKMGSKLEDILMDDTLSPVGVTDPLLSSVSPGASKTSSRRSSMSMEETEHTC
* marks the source's active call; other numbers are inactive results.

SMILES	GPR151 activ	TEAD-YAP inh	FBW7 act	MITF inh
CCOC(=O)N1CCN(C(=O)CCCCCn2nnc3ccccc3c2=O)CC1	-0.1	9	-0.1	0
O=C(O)c1ccc(NS(=O)(=O)c2cc(C(=O)Nc3ccccc3)ccc2Br)cc1	0.4	-1	0.1	-3
CCCc1cc(=O)[nH]c(SCC(=O)NCCC23CC4CC(CC(C4)C2)C3)n1	0.3	-5	0.0	1
CCCCOc1ccc(S(=O)(=O)N2CCSC2c2cc(OC)ccc2OC)cc1 (stereo not given)	1.3	-5	0.1	13
COc1ccc(-n2nc3c(c2NC(=O)c2ccccc2[N+](=O)[O-])CS(=O)C3)cc1 (stereo not given)	-0.7	8	0.1	7
O=C(Cn1cc2c(n1)CCCCC2)N1CCN(c2ccccc2)CC1	-1.2	4	-0.1	-2
Cc1cnc(CN2C(=O)CCC2CCNCc2ccc3ccccc3c2)cn1 (stereo not given)	-0.6	-5	0.2	11
COc1ccc(Cl)cc1NC(=O)CSc1nc2c(c(=O)n1-c1ccccc1OC)SCC2	-0.4	10	0.4	8
N=C1/C(=C/c2ccc(OCCOc3ccccc3Cl)cc2)C(=O)N=C2SC(C(F)(F)F)=NN12	-2.2	3	0.0	-2
COc1ccc(CCNS(=O)(=O)c2ccc3c(c2)NC(=O)CC(=O)N3)cc1OC	-0.2	3	-0.1	-3
Cc1ccc(CN(Cc2ccco2)C(=S)Nc2ccc(C)cc2)cc1	0.8	8	0.0	-3
CCN(CC)CCNC(=O)c1ncoc1-c1ccc(F)cc1	-1.0	5	-0.1	6
Cc1ccc(S(=O)(=O)N[C@H](C(=O)OCC(=O)NC(=O)C2CCCCC2)C(C)C)cc1	-1.0	0	0.5	14
COc1cc(Nc2cc(Nc3ccc(C(F)(F)F)cc3)ncn2)cc(OC)c1OC	1.7	-8	-0.1	9
COc1ccc(C)cc1N1C(=O)CC(N2CCc3ccccc3C2)C1=O (stereo not given)	0.2	1	-0.1	0
CCOc1ccccc1N1C(=O)NC(=O)/C(=C/c2ccc(OC)c(Br)c2)C1=O	-0.6	6	-0.1	-14
COc1ccc(CNC(=O)C2CC3CCCN3C23C(=O)Nc2ccccc23)cc1 (stereo not given)	-1.5	-2	0.0	2
COc1ccc(COC(=O)C2=C(C)NC3=C(C(=O)CC(C)(C)C3)C2c2cc3c(cc2Br)OCO3)cc1 (stereo not given)	-0.2	-4	0.2	-4
O=C(O)c1ccc(Cn2c(=S)[nH]c3cc4c(cc3c2=O)OCO4)cc1	0.0	-8	-0.2	-4
O=C(Nc1ccc2c(c1)ncn2C1CCCCC1)c1ccco1	-0.5	-45	0.0	6
COc1ccc(-c2nnc(SCC(=O)NC(N)=O)n2C2CCCCC2C)cc1 (stereo not given)	0.8	-1	0.3	7
Cc1cc(NC(=O)c2ccccc2Cl)ncc1NC(=O)C(C)C	-3.8	-34	0.1	10
Cc1cc2c(cc1C)N(C(=O)C(C)C)C(C)(C)c1ssc(=S)c1-2	-0.3	4	-0.1	4
Brc1ccc(C2Nc3cccc4cccc(c34)N2)cc1	0.0	5	0.3	14
O=C(c1ccn[nH]1)N1CCC(n2nnc3cccnc32)CC1	-0.1	7	0.0	0
Cc1ccc(C(=O)COC(=O)CN2C(=O)C3CC=CCC3C2=O)cc1[N+](=O)[O-] (stereo not given)	-1.0	-6	-0.2	-15
O=C(NCCS(=O)(=O)Cc1cc2cccc3c2n(c1=O)CCC3)c1c(F)cccc1F	1.0	-3	-0.1	-5
O=C(Nc1ccccc1Oc1ccccc1)c1cc2c(=O)n3ccccc3nc2s1	-0.2	-4	-0.4	-16
COc1ccc(NC(=O)Cn2c(=O)n(CCc3cccc(C)c3)c(=O)c3ccccc32)cc1	0.4	-3	0.1	-8
CC1=N/C(=C\c2ccc([N+](=O)[O-])cc2)C(=O)N1c1ccc(Cl)cc1C	-0.6	8	-0.1	-3
C=CCOc1ccc(C2C(C(=O)c3ccc(C)o3)=C(O)C(=O)N2Cc2cccnc2)cc1 (stereo not given)	0.9	12	-0.1	-6
Cc1ccc(CN(Cc2ccco2)C(=S)NCC(=O)NCC2CCCO2)cc1 (stereo not given)	-0.1	11	0.5	12
O=C(CN1C(=O)/C(=C\c2ccccc2F)Oc2ccccc21)NC1CC1	-0.4	2	0.0	-4
COc1ccc2ccccc2c1CN1CCC2(CCC(CNC(=O)c3ccccc3)O2)CC1 (stereo not given)	0.3	-3	0.0	9
CCC(=O)NC(=S)Nc1ccc2oc(-c3ccncc3)nc2c1	-1.2	-3	-0.6	-4
COC(=O)c1cc(S(=O)(=O)Nc2cccc(OC)c2)cn1C	-0.6	14	0.6	16
COc1ccc(Cl)cc1NC(=O)c1sc2nc(C)nc(N3CCN(C)CC3)c2c1C	-0.7	-6	-0.1	1
O=C1NC2(CCN(Cc3ccc(Cl)cc3)CC2)C(=O)N1CCc1ccccc1	-0.3	10	0.9	20
CCCNc1cc(C)nc(NCCCN2CCCC2=O)n1	3.6	-6	-0.1	-4
Cc1cc(NC(=O)Cn2cnc3sc(C)cc3c2=O)no1	-0.6	0	-0.1	5

Compounds from the list above containing an aryl thioether with sulfur outside any ring:
SMILES	GPR151 activ	TEAD-YAP inh	FBW7 act	MITF inh
CCCc1cc(=O)[nH]c(SCC(=O)NCCC23CC4CC(CC(C4)C2)C3)n1	0.3	-5	0.0	1
COc1ccc(Cl)cc1NC(=O)CSc1nc2c(c(=O)n1-c1ccccc1OC)SCC2	-0.4	10	0.4	8
COc1ccc(-c2nnc(SCC(=O)NC(N)=O)n2C2CCCCC2C)cc1 (stereo not given)	0.8	-1	0.3	7

Other structures follow:
SMILES	GPR151 activ	TEAD-YAP inh	FBW7 act	MITF inh
O=C(Nc1ccc(S(=O)(=O)NCCc2ccccc2)cc1)c1ccncc1	0.7	8	0.2	3
CC(C)n1c2ccccc2c2nnc(SCC(=O)Nc3ccc(S(=O)(=O)Nc4nccs4)cc3)nc21	-0.1	-3	-0.1	6
CCOc1ccc(CCNC(=O)c2nnc(-c3ccc4c(c3)OCO4)o2)cc1OCC	-3.8	-6	0.0	-7
CCOC(=O)C1=CN(Cc2ccc(Cl)cc2)C=C(C(=O)OCC)C1c1ccc(OC)c(Br)c1	2.7	-6	0.2	-26
O=C1CC(c2cn(Cc3ccccc3)c3ccccc23)C(=O)N1c1ccccc1 (stereo not given)	1.6	9	-0.1	-1
CCOc1ccccc1OCC(=O)c1c(OC)cc(OC)cc1OC	-1.8	-5	-0.2	13
N#Cc1ccccc1OCC(=O)N=Nc1c(O)[nH]c2ccc([N+](=O)[O-])cc12	0.9	11	-0.1	10
Cc1ccc(N2CC(C(=O)Nc3cccnc3)CC2=O)cc1 (stereo not given)	-0.4	14	0.3	7
Cc1ccc(NC(=O)CN(c2cc(C)cc(C)c2)S(=O)(=O)c2c(C)noc2C)nc1	-0.1	-2	0.1	6
CC(=O)c1cccc(NC(=O)c2cc(Br)ccc2Cl)c1	-1.4	13	-0.1	-13
CC1=C(C(=O)OCc2ccccc2)C(c2cccc(O)c2)n2ncnc2N1 (stereo not given)	0.7	4	0.0	7
COc1ccc2nc(SCC(=O)Nc3nonc3NC(C)=O)[nH]c2c1	0.0	-5	0.0	-10
COC(=O)Cc1c(C)c2cc(Cl)c(OCC(=O)c3cccc([N+](=O)[O-])c3)cc2oc1=O	3.4	7	0.1	-3
Cc1ccccc1C1=N/C(=C\c2sccc2C)C(=O)O1	0.8	-2	0.0	12
CCCOCCOC(=O)c1[nH]c2c(c1C)C(=O)CC(c1ccc(OC)c(OC)c1)C2 (stereo not given)	0.3	7	-0.1	-5
COC(=O)Cn1cc(S(=O)(=O)Nc2ccc(C(C)=O)cc2)c2cc([N+](=O)[O-])ccc21	-0.5	-4	-0.1	0
O=C(NC(=S)Nc1ccccn1)c1cccc(F)c1	-1.2	-17	0.1	13
Cc1ccc(Cl)cc1NC(=O)/C(=C/c1cccc([N+](=O)[O-])c1)NC(=O)c1cccs1	-1.2	12	0.3	20
C=CCNC(=O)c1cc2sccc2n1Cc1ccccc1	1.7	-2	0.1	7
CCC(C)(C)c1ccc(OCCCC(=O)OCC(=O)c2ccc([N+](=O)[O-])cc2)c(C(C)(C)CC)c1	1.7	5	0.0	18
COc1ccc2c(c1)CCCC21NC(=O)N(CC(N)=O)C1=O (stereo not given)	0.9	14	-0.1	0
CN(C)S(=O)(=O)c1cccc(NC(=O)c2cc(-c3cccs3)nc3ccccc23)c1	0.4	17	-0.1	-13
c1ccc(-c2nc3ccccc3nc2N2CCOCC2)cc1	0.2	5	0.2	-3
COc1ccccc1C1C(C(=O)Nc2ccccn2)=C(C)NC2=C1C(=O)CCC2 (stereo not given)	1.1	7	-0.1	2
CN1C(=O)CC(C(=O)O)SC1=Nc1cccc(C(F)(F)F)c1 (stereo not given)	-0.1	4	-0.1	3
COCCNC(=S)Nc1ccccc1Cl	0.8	8	0.0	1
CCCCC(=O)Nc1ccc(S(=O)(=O)Nc2onc(C)c2C)cc1	1.8	-5	0.0	8
Clc1ccc(-c2csc3ncnc(NCCCN4CCOCC4)c23)cc1	1.1	-2	0.1	96*
CCC(=O)Nc1cccc(C(=O)OCc2cccc(C(=O)OC)c2)c1	0.2	-1	0.1	8
CCC(=O)Nc1ccc(NC(=O)COc2ccccc2Cl)cc1	1.1	2	0.1	10
COc1ccc(CNC(=O)CN(C(=O)CCC(=O)Nc2ccccn2)C2CCCC2)cc1	-0.1	18	0.1	-5
CCOc1ccc(NC(=O)c2ccc(OCC)c(OCC)c2)cc1	0.2	8	0.0	14
COc1ccc(-n2c(O)c(/C=N/NC(=O)c3ccccc3)c3ccccc3c2=O)cc1	-1.3	-26	0.0	-10
Cc1ccc2cc(C)c3nnc(SCC(=O)Nc4nc(C)cs4)n3c2c1	-1.0	-5	0.0	-11
Cc1ccc(C)c(CN2CCCC2CO)c1 (stereo not given)	1.4	1	0.1	-5
Cc1ccccc1C1CCCN(Cc2nc(CC3CC3)no2)C1 (stereo not given)	-1.2	6	0.1	8
O=C(OCc1ccc2c(c1)OCO2)c1ccc2c(c1)OCO2	-1.2	-40	0.0	0
O=C(CN1CCN(C/C=C/c2ccccc2)CC1)Nc1ccccc1F	0.5	4	-0.1	-5
CC(C)c1ccc2c(N)c(C(=O)N3c4ccccc4Sc4ccccc43)sc2n1	3.8	5	0.0	2
CCc1nn(CCCC(=O)O)c(=O)c2cc3occc3n12	-0.9	1	0.1	21

An excerpt of these results, bar-delimited:
compound | GPR151 activ | TEAD-YAP inh | FBW7 act | MITF inh
COc1ccc(-n2c(O)c(/C=N/NC(=O)c3ccccc3)c3ccccc3c2=O)cc1 | -1.3 | -26 | 0.0 | -10
CC(C)c1ccc2c(N)c(C(=O)N3c4ccccc4Sc4ccccc43)sc2n1 | 3.8 | 5 | 0.0 | 2

The results go on:
SMILES	GPR151 activ	TEAD-YAP inh	FBW7 act	MITF inh
COc1ccc(-c2nc3cnccn3c2NCc2ccco2)c(OC)c1	0.4	-9	-0.1	4
COc1cccc(C2=CC(c3ccc(Br)cc3)n3ncnc3N2)c1 (stereo not given)	1.0	-9	-0.1	7
Cc1cc(C)cc(NC(=O)CSc2ncnc3c2oc2ccccc23)c1	0.2	-1	0.0	-13
CC(C)Cc1ccc(C2=NN(c3nc(-c4ccc(S(=O)(=O)N5CCCCC5)cc4)cs3)C(c3ccco3)C2)cc1 (stereo not given)	1.5	4	0.0	-2
Cc1ccc(N2C(=O)/C(=C/c3ccc(-c4ccc(Br)cc4)o3)C=C2c2ccccc2)c(C)c1	-1.4	-2	0.1	8
CC(=O)Oc1ccc(/C=C2\N=C(c3ccc([N+](=O)[O-])cc3Cl)OC2=O)cc1	0.3	3	-0.1	-14
CCCCCCCC(=O)NNC(=O)c1ccc([N+](=O)[O-])cc1	0.1	4	0.1	-8
CSc1cccc(CN2CCN(Cc3ccsc3)C(CCO)C2)c1 (stereo not given)	-1.0	-15	-0.1	-5
Cc1nc2c(cc1C(=O)N/N=C/c1c[nH]c3ccccc13)c(=O)n(C)c(=O)n2C	3.1	3	1.1	17
CCOCCCNC(=O)c1cc2c(=O)[nH]c3ccc(C)cc3c2s1	-1.1	0	0.0	5
CCN(CC)CCN1C(=O)C(=O)/C(=C(\O)c2ccc(S(=O)(=O)N3CCOCC3)cc2)C1c1ccc(Cl)cc1 (stereo not given)	0.4	-1	0.0	6
O=C1CCC(=O)N1c1cccc([N+](=O)[O-])c1	0.6	-8	0.6	6
COc1cc(/C=C2/SC(=S)N(CC(=O)NC(C)(C)C)C2=O)cc(OC)c1OC	-0.3	-4	-0.2	-5
COc1cc(/C=C2/C(=O)ON=C2C)ccc1OCc1ccc(F)cc1	1.3	-30	0.0	16
COC(=O)C1=NNC2C(=O)N(c3c(Cl)cccc3Cl)C(=O)C12 (stereo not given)	0.4	4	0.1	5
O=C(N/N=C/c1ccc(O)cc1)c1cc(-c2ccc(Br)cc2)n[nH]1	0.3	19	0.0	8
O=C(C1CCC1)N1CCc2cc(S(=O)(=O)Nc3ccc(Cl)cc3)ccc21	-0.1	9	-0.2	-7
O=C(Nc1c2c(nn1-c1ccc(Cl)cc1)CS(=O)(=O)C2)c1cccc([N+](=O)[O-])c1	-0.9	-10	0.1	-8
O=[N+]([O-])c1ccccc1S(=O)(=O)Nc1ccc(Nc2ccccc2)cc1	0.6	-4	-0.2	0

Full records from above. Order of screens: GPR151 activ, TEAD-YAP inh, FBW7 act, MITF inh
COC(=O)C1=NNC2C(=O)N(c3c(Cl)cccc3Cl)C(=O)C12 (stereo not given) in the list: 0.4, 4, 0.1, 5
O=C(O)c1ccc(NS(=O)(=O)c2cc(C(=O)Nc3ccccc3)ccc2Br)cc1 in the list: 0.4, -1, 0.1, -3
COc1ccc(Cl)cc1NC(=O)CSc1nc2c(c(=O)n1-c1ccccc1OC)SCC2 in the list: -0.4, 10, 0.4, 8
Cc1ccc(N2CC(C(=O)Nc3cccnc3)CC2=O)cc1 (stereo not given) in the list: -0.4, 14, 0.3, 7
CC(=O)c1cccc(NC(=O)c2cc(Br)ccc2Cl)c1 in the list: -1.4, 13, -0.1, -13
